High-throughput results (PubChem)
GSIS activator = primary screen for activators of insulin secretion dependent on glucose, INS-1E cells, GLuc reporter luminescence; INS-1E GLuc reporter insulin secretion, 2-3 h; activation, % at 16.6 µM; actives 0.61% (n = 370,000);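 active = lowest replicate activation of at least 40%, so every replicate reaches that level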;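 note: 0% = median of neutral control wells and 100% = median of IBMX positive control wells; some compounds called inactive have numbers as strong as hits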
XiGFP reactiv = activators of X-chromosome reactivation in mouse fibroblasts. actives 0.055% (n = 360,000). activation, % at 7.58 µM. XiGFP mouse fibroblasts, % GFP-positive cells imaging, 3 d; cells co-treated with 5-aza-dC sensitizer; scaled so ellipticine positive control = 100%. AID 743238;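 active = mean normalized replicate activation at least 10% and every replicate at or above 10%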;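 note: 0% = median of on-plate neutral control wells and 100% = ellipticine 6 µM median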
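System: SV40-immortalized XiGFP fibroblast cells, line 68-5-11 / Incubation: 3-day compound exposure, then 15 min fixation at room temperature / Compound: single concentration per compound, delivered by pin transfer / Buffer or medium: DMEM plus 5-aza-dC sensitizer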
F508del corr = correctors of CFTR F508del function in bronchial epithelial cells. CFBE cells, YFP halide quenching; stimulated with forskolin plus potentiator P3; % fluorescence drop versus neutral controls. activity (quench increase), % at 7.58 µM. actives 0.36% (n = 350,000). AID 720511;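 active = mean added fluorescence quench of at least 8% versus neutral control, with both replicates also reaching 8%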;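 note: cells transiently co-express mutant CFTR-F508del with the halide-sensitive YFP; corrector assay measuring rescue of mutant channel to the surface after 24 h compound exposure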
* marks the source's active call; other numbers are inactive results.

1. C[C@H](CO)N1C[C@H](C)[C@H](CN(C)C(=O)C2CCC2)Oc2ncc(-c3ccncc3)cc2C1=O
2. C[C@H]1CN([C@@H](C)CO)C(=O)c2cc(-c3cccnc3)cnc2O[C@@H]1CN(C)Cc1ccccc1
3. C[C@@H]1CN([C@@H](C)CO)S(=O)(=O)c2ccc(-c3ccc(F)cc3)cc2O[C@H]1CN(C)C(=O)Nc1ccc(F)cc1
4. COc1ccc2c3c(n(C)c2c1)[C@@H](CO)N(Cc1ccc2c(c1)OCO2)CC31CCN(C(=O)C2CC2)CC1
5. CCCC(=O)N1CC2(C1)CN(Cc1nccs1)[C@@H](CO)c1[nH]c3cc(OC)ccc3c12
6. COc1ccc2c3c(n(C)c2c1)[C@H](CO)N(C(=O)c1cccnc1)CC31CCN(S(C)(=O)=O)CC1
7. C[C@H]1CN([C@@H](C)CO)C(=O)c2cc(/C=C/c3ccccc3)cnc2O[C@H]1CN(C)C(=O)C1CC1
8. CCS(=O)(=O)N1CCC2(CC1)CN(C(=O)CN1CCOCC1)[C@@H](CO)c1c2c2ccc(OC)cc2n1C
Screen / compound no.	1	2	3	4	5	6	7	8
GSIS activator	14	8	-20	-20	7	11	-9	19
XiGFP reactiv	0.1	-1.1	-0.2	0.3	0.3	0.3	0.4	0.4
F508del corr	-0.6	-0.9	1.4	-2.2	1.1	0.2	-0.3	-2.1

Molecules shown so far with an aryl methoxy group, in the order listed:
4. COc1ccc2c3c(n(C)c2c1)[C@@H](CO)N(Cc1ccc2c(c1)OCO2)CC31CCN(C(=O)C2CC2)CC1
5. CCCC(=O)N1CC2(C1)CN(Cc1nccs1)[C@@H](CO)c1[nH]c3cc(OC)ccc3c12
6. COc1ccc2c3c(n(C)c2c1)[C@H](CO)N(C(=O)c1cccnc1)CC31CCN(S(C)(=O)=O)CC1
8. CCS(=O)(=O)N1CCC2(CC1)CN(C(=O)CN1CCOCC1)[C@@H](CO)c1c2c2ccc(OC)cc2n1C
Screen / compound no.	4	5	6	8
GSIS activator	-20	7	11	19
XiGFP reactiv	0.3	0.3	0.3	0.4
F508del corr	-2.2	1.1	0.2	-2.1

(next part)
9. COc1ccc2c3c(n(C)c2c1)[C@H](CO)N(Cc1nccs1)CC31CCN(C)CC1
10. CCC(=O)N(C)C[C@@H]1Oc2cc(C3=CCCCC3)ccc2S(=O)(=O)N([C@@H](C)CO)C[C@@H]1C
11. CN(C)CC(=O)N1C[C@@H]2N[C@H](C1)C2c1ccc(C2=CCCCC2)cc1 (stereo partly specified)
12. COc1ccc2c3c(n(C)c2c1)[C@@H](CO)NCC31CN(C(C)=O)C1
13. COc1ccc2c3c([nH]c2c1)[C@@H](CO)N(C(=O)CN(C)C)CC31CN(Cc2ccncc2)C1
14. C[C@H](CO)N1C[C@H](C)[C@H](CN(C)C(=O)C2CCC2)Oc2cc(-c3ccccc3)ccc2S1(=O)=O
15. Cc1ccc(S(=O)(=O)N2C[C@@H]3N[C@H](C2)C3c2ccc(-c3ccc(C(=O)N(C)C)cc3)cc2)cc1 (stereo partly specified)
16. COc1cc(CN2CC3(CCN(C(=O)Nc4cccc(F)c4)CC3)c3c(n(C)c4cc(OC)ccc34)[C@@H]2CO)cc(OC)c1
17. COc1ccc2c3c([nH]c2c1)[C@H](CO)N(C(=O)CN1CCOCC1)CC31CN(C)C1
Screen / compound no.	9	10	11	12	13	14	15	16	17
GSIS activator	18	1	16	15	38	-9	-7	-14	13
XiGFP reactiv	0.2	-0.9	0.0	0.4	0.2	0.4	0.1	0.4	0.3
F508del corr	-1.9	-1.2	0.9	-2.8	-2.2	-1.0	-2.8	-0.9	-1.4

At a glance, part of the list above.
10. CCC(=O)N(C)C[C@@H]1Oc2cc(C3=CCCCC3)ccc2S(=O)(=O)N([C@@H](C)CO)C[C@@H]1C
11. CN(C)CC(=O)N1C[C@@H]2N[C@H](C1)C2c1ccc(C2=CCCCC2)cc1 (stereo partly specified)
Screen / compound no.	10	11
GSIS activator	1	16
XiGFP reactiv	-0.9	0.0
F508del corr	-1.2	0.9

Some of the compounds tested; rates above refer to the full screens.
